# Source: PubChem BioAssay (National Center for Advancing Translational Sciences (NCATS))
# Vif-A3G inh: inhibitors of Vif-APOBEC3G interaction; HeLa A3G-eYFP + Vif (tagged APOBEC3G with the HIV-1 protein that degrades it), YFP fluorescence, overnight; AID 602310; Potency, µM (series often up to 46.1 µM), inactives show top-dose activity, negative = active, usual class: inhibitors; 410,000 compounds, 0.076% hits; Q9HC16;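 also: % is scaled to controls: 0 for no effect and ±100 for the full control effect; nearly all actives have a fitted effect of over 60% in size; hits raise eYFP signal because A3G escapes Vif-driven loss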
#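 Read-out is eYFP fluorescence (Ex 488/Em 500-530) from Vif-expressing HeLa A3G-eYFP cells; more signal means A3G escaped Vif-mediated degradation. Cells plated overnight, compound pinned in, incubated overnight at 37 deg C.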
# TrxR1 substrate: rat thioredoxin reductase 1 substrate activity; O89049; purified TrxR1 substrate turnover, NADPH consumption readout; Potency, µM (titrated, usually from 114 µM), for the others: at the top dose activity change, negative = substrate turnover; 390,000 compounds, 0.01% hits; AID 588456; also: % is scaled to controls: 0 for no effect and ±100 for the full control effect; nearly all actives have a fitted effect of over 50% in size
#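 Rat TrxR1, dispensed at 90 nM, was prereduced with 400 uM NADPH (final) for 5 min at ~22 deg C, then incubated with compound 15 min before 400 uM selenite. A first-read NADPH fluorescence drop versus no-compound background flagged substrates.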
# Vif-APOBEC3F blk: inhibitors of Vif-A3F interaction. HeLa A3F-eYFP + Vif (tagged APOBEC3F with the HIV-1 protein that degrades it), YFP fluorescence increase. Potency, µM (series often up to 46.1 µM), without a hit: at the top dose activity, negative = active. 390,000 compounds, 0.2% hits. AID 602313; also: % of control where 0% means no effect; nearly all actives have a fitted effect of over 65% in size
#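 Fluorescence increase (Ex 488/Em 500-530) after overnight compound treatment at 37 deg C flags inhibition of Vif-driven A3F-eYFP loss in stable HeLa A3F-eYFP/Vif cells seeded overnight beforehand.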
# IDH1 R132H inh: human IDH1 R132H inhibition; 390,000 compounds, 0.093% hits; Potency, µM (top dose mostly 76.6 µM), without a hit: at the highest dose activity change, negative = inhibition, actives largely listed as inhibitors; AID 602179; IDH1-R132H enzyme, NADPH consumption, diaphorase/resazurin fluorescence; also: % is scaled to controls: 0 for no effect and ±100 for the full control effect; nearly all actives have a fitted effect of over 65% in size
#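 IDH1-R132H (0.5 ug/mL) preincubated 30 min with compound, then NADPH (0.016 mM) and alpha-KG (2 mM) added; 80 min at RT, pH 7.5. Remaining NADPH coupled via diaphorase/resazurin to fluorescence (540/590 nm); concentration-response curves normalized to no-enzyme control.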
# 12-LOX inh: ALOX12 (human) lipoxygenase inhibition | AID 1671190 | 580,000 compounds, 1.1% hits | Potency, µM (highest dose often 108 µM), for inactives: at the top dose activity change, negative = inhibition, usual class: inhibitors | purified 12hLO, xylenol orange hydroperoxide absorbance | P18054; also: % is scaled to controls: 0 for no effect and ±100 for the full control effect
#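 Purified human 12hLO at 150 nM in 25 mM Hepes, 0.01% Triton X-100, pH 7.0, preincubated 15 min at room temperature with compound. Reaction started with 40 uM arachidonic acid, 30 min at room temperature. Hydroperoxide measured by Fe-xylenol orange, 573/405 nm absorbance ratio.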
# USP1 inh: USP1/UAF1 (human) deubiquitinase inhibition; Potency, µM (series often up to 57.1 µM), for the others: top-dose activity change, negative = inhibition, most hits filed as inhibitors; 390,000 compounds, 0.23% hits; O94782; recombinant USP1/UAF1, Ub-Rhodamine cleavage fluorescence; also: % is scaled to controls: 0 for no effect and ±100 for the full control effect; nearly all actives have a fitted effect of over 60% in size; inactives centre near -12
# Target sequence (O94782 whole entry, looked up): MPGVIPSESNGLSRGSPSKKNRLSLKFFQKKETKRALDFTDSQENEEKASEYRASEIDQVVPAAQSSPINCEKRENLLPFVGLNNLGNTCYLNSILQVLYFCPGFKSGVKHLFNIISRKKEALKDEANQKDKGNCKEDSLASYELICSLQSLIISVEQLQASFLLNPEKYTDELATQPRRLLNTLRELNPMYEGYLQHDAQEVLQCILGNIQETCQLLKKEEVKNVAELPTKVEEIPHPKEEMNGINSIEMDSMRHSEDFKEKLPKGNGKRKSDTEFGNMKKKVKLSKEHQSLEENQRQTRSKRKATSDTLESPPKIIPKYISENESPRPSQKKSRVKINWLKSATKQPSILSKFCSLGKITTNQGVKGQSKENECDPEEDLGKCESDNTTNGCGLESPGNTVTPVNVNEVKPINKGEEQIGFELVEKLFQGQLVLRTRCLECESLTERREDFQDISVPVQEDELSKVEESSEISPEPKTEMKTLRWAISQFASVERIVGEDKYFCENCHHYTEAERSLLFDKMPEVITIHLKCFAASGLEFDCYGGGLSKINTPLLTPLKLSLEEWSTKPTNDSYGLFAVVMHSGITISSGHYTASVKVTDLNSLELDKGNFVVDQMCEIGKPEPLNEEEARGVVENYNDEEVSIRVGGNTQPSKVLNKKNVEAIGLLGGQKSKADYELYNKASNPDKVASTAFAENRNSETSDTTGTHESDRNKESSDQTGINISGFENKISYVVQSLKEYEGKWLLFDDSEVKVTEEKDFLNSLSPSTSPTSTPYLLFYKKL
#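 USP1/UAF1 complex (1 nM) preincubated 15 min at room temperature with compound, then Ub-Rho substrate (150 nM final) added. Kinetic fluorescence at 480/540 nm over 6 reads at 60 s intervals; 50 mM HEPES pH 7.8, 0.5 mM EDTA, 0.1 mg/ml BSA, 1 mM TCEP, 0.01% Tween-20.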
# RXFP1 ag: activates the human relaxin receptor RXFP1; Q9HBX9; HEK293T-RXFP1 cAMP TR-FRET, 30 min; response scale: percent of porcine relaxin response, buffer zero; Potency, µM (highest dose often 57.5 µM), without a hit: at the top dose activation, hits mostly activators; 370,000 compounds, 0.3% hits; also: % is scaled to controls: 0 for no effect and ±100 for the full control effect; nearly all actives have a fitted effect of over 60% in size; many of its hits are not listed in these tables
#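 HEK293T cells stably expressing RXFP1 were pretreated with the PDE4 inhibitor Ro 20174, exposed to compounds for 30 min at 37C, lysed, and cAMP was read by TR-FRET. Data normalized to buffer (basal) and 29 nM porcine relaxin (100%).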
# RGS4 inhibitor: human RGS4 inhibition | Transcreener GDP fluorescence polarization, RGS4-accelerated GTP hydrolysis | Potency, µM (highest dose often 114 µM), for the others: top-dose activity change, negative = inhibition, usual class: inhibitors | 390,000 compounds, 0.039% hits; also: % is scaled to controls: 0 for no effect and ±100 for the full control effect; nearly all actives have a fitted effect of over 75% in size; some results filed as inactive show a strong effect at the top dose
# Target sequence (P49798 whole entry, looked up): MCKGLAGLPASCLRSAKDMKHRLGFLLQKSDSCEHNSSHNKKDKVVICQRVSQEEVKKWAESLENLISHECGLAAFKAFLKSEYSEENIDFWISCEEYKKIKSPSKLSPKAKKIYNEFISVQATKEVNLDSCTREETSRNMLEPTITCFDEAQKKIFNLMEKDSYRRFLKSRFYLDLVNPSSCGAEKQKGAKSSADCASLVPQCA
#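 MLSMR compounds (23 nl, pin-transferred) preincubated 10 min at room temperature with a 500nM (2x) first reagent, then RGS4 at 900nM (2x) plus Transcreener GDP mix added; fluorescence polarization (620/688 nm) read before and after 90 min at 30 °C.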
# TrxR1 inh: rat TrxR1 inhibition; 390,000 compounds, 1% hits; recombinant rTrxR1, NADPH fluorescence consumption, selenite substrate; Potency, µM (doses to about 114 µM), without a hit: at the top dose activity change, negative = inhibition, actives largely listed as inhibitors; AID 588453; also: % is scaled to controls: 0 for no effect and ±100 for the full control effect; nearly all actives have a fitted effect of over 65% in size
#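 Rat TrxR1 (90 nM in the dispensed reagent) was pre-reduced with 400 uM NADPH for 5 min at room temperature, then incubated with compound for 15 min. After 400 uM selenite was added, NADPH fluorescence (Ex 340/Em 450 nm) was followed for 8 min.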
# * hit, by the source's call; u = inconclusive; x = not tested or not shown; [ ] = dose if it differs, or a comment. Calls follow the shape of the dose curve; as a rule, active = well fitted curve in the direction sought with a large enough effect; inconclusive = small, poorly fitted or top-dose-only effect, or another doubt; inactive = no such curve, though single readings can be large; an effect the other way counts as inactive or inconclusive. Potency is read from the fitted curve at half-maximal effect. Not all compounds are listed; count on the stated rates, not on these rows.
SMILES,Vif-A3G inh,TrxR1 substrate,Vif-APOBEC3F blk,IDH1 R132H inh,12-LOX inh,USP1 inh,RXFP1 ag,RGS4 inhibitor,TrxR1 inh
COC(=O)C1=C(C(=O)OC)[C@@H]2N(C)c3ccc(OC)cc3[C@@]23C[C@@H](C(=O)OC)N(C(=O)c2cccs2)C3=N1,-1%,-2%,9%,4%,x,-25%,2.4%,11%,6%
Cc1nn(-c2ccccc2)c2nc(C3CC3)cc(C(=O)Nc3ccc(F)cc3)c12,-8%,27%,-9%,-16%,-3%,-14%,3.2%,-22%,17%
CNC(=S)N/N=C(\C)c1ccc(C)c(C)c1,-12%,-14%,-34%,-2%,u,-3%,-0.1%,-2%,-33%
COc1ccc(N2CCN(C(=O)CCCCCn3c(=S)[nH]c4ccc(N5CCOCC5)cc4c3=O)CC2)cc1,2%,x,4%,8%,22%,-21%,x,x,x
COc1ccc(CNC(=O)O[C@H]2CN(C(=O)OC(C)C)N(C(=O)OC(C)C)[C@@H]3CN(S(=O)(=O)c4ccc(C)cc4)C[C@]23O)cc1OC,1%,x,-5%,1%,3%,-15%,x,x,x
COc1ccc(N2C(=O)CCC(C(=O)NCc3ccccn3)C2c2ccc(F)cc2)cc1 (stereo not given),-5%,-5%,-7%,-3%,0%,-12%,0.1%,0%,0%
Cc1ccccc1Nc1nnc(C)c(=O)n1N,-1%,6%,1%,0%,-3%,-16%,2.0%,19%,14%
CSc1ccc(C(=O)NC2CCSc3ccccc32)cc1 (stereo not given),-6%,2%,-9%,4%,-20%,-7%,13%,5%,4%
NC(=O)c1c[nH]c2ccccc12,2%,-9%,-4%,-11%,-2%,19%,-2.7%,25%,-2%
CCc1ccccc1NC(=O)C1(C)Cc2ccccc2C(=O)O1 (stereo not given),3%,3%,7%,-4%,-1%,-22%,-0.3%,12%,9%
COC(=O)c1sccc1NC(=O)c1c(F)c(F)c(F)c(F)c1F,-8%,-2%[57.1 µM],3%,10%,84%[activator],-12%,x,25%,3%[57.1 µM]
O=C(c1cc2ccccc2o1)N1CCN(c2ccccn2)CC1,-1%,-7%,-5%,1%,250%[activator],-14%,0.4%,-8%,8%
Cc1ccc(OCCCC(=O)N(C)CC(=O)Nc2ccccc2Br)cc1,-4%,20%[57.1 µM],u,6%,-4%,-18%,2.4%,-12%,9%
Fc1ccc(N2CCN(C(=S)NCC3CCCO3)CC2)cc1 (stereo not given),1%,-1%[57.1 µM],2%,4%,2%,2%,-1.4%,-4%,8%[57.1 µM]
COc1ccc(NC(=O)C2CCCN(S(=O)(=O)c3ccc(Cl)cc3)C2)cc1 (stereo not given),6%,8%,1%,-5%,-16%,-8%,-1.9%,-10%,18%
Cc1csc(C(=O)NCC(=O)NNC(=O)c2cccc(Cl)c2)c1,0%,-7%,0%,0%,4%,-13%,0.1%,9%,5%
COc1ccc(C(=O)NNC(=O)C2CCCO2)cc1 (stereo not given),2%,-4%,-2%,-1%,-4%,-21%,-0.9%,-5%[11.4 µM],1%
COc1ccc(NC(=O)C2=CC(c3ccc4c(c3)OCO4)=NS(=O)(=O)N2C)cc1OC,2%,1%,3%,-15%,5%,-9%,-3.1%,1%,27%
COc1ccc2nc(SC(C(=O)c3ccccc3)c3ccccc3)nc(C)c2c1 (stereo not given),-1%,1%,-8%,0%,-6%,-19%,0.8%,8%,16%
COC(=O)CNc1nc(-c2ccncc2)nc2ccccc12,-4%,1%,0%,1%,0%,-19%,0.3%,-11%,-1%
CC(=O)n1cc(CO)c2ccccc21,1%,-4%,2%,-8%,7%,-6%,-0.4%,0%,9%
COc1ccc2cc3cc(C(=O)NCC4CCCO4)oc3nc2c1 (stereo not given),-1%,x,15%,11%,-13%,-17%,5.0%,0%,u
C=CCNc1oc(-c2ccc(Cl)cc2)nc1C#N,1%,-3%,-1%,x,0%,x,x,17%,u
CCOC(=O)N1CCN(C(=S)Nc2cccc(C)c2)CC1,0%,4%,-2%,5%,0%,-22%,0.0%,4%,-2%
CCCn1c(=O)c2sccc2n2c(CCCC(=O)N3CCN(c4ccccc4OC)CC3)nnc12,4%,3%,0%,12%,-7%,-8%,15%,3%,13%

# Record cards, as listed above. Screens in order: Vif-A3G inh | TrxR1 substrate | Vif-APOBEC3F blk | IDH1 R132H inh | 12-LOX inh | USP1 inh | RXFP1 ag | RGS4 inhibitor | TrxR1 inh
# COc1ccc(NC(=O)C2CCCN(S(=O)(=O)c3ccc(Cl)cc3)C2)cc1 (stereo not given) is entered as 6% | 8% | 1% | -5% | -16% | -8% | -1.9% | -10% | 18%
# CNC(=S)N/N=C(\C)c1ccc(C)c(C)c1 is entered as -12% | -14% | -34% | -2% | u | -3% | -0.1% | -2% | -33%
# COc1ccc(NC(=O)C2=CC(c3ccc4c(c3)OCO4)=NS(=O)(=O)N2C)cc1OC is entered as 2% | 1% | 3% | -15% | 5% | -9% | -3.1% | 1% | 27%
# C=CCNc1oc(-c2ccc(Cl)cc2)nc1C#N is entered as 1% | -3% | -1% | x | 0% | x | x | 17% | u

# Next part
SMILES,Vif-A3G inh,TrxR1 substrate,Vif-APOBEC3F blk,IDH1 R132H inh,12-LOX inh,USP1 inh,RXFP1 ag,RGS4 inhibitor,TrxR1 inh
Cc1nc2ccccc2c(C)c1C(=O)c1ccc(F)cc1,2%,4%[57.1 µM],-18%,6%,-28%,-21%,-2.0%,6%,17%[57.1 µM]
COC(=O)c1nnn(CC(=O)Nc2ccc(C)c(F)c2)c1C(=O)OC,5%,-15%,1%,2%,-7%,2%,-0.5%,31%,9%
CCCn1c(C(C)Nc2nc(-c3ccc(C)cc3)cs2)nc2ccccc21 (stereo not given),-17%,7%[57.1 µM],u,-16%,-16%,15%,0.8%,-38%,11%
COc1cc2cc(Oc3ccc4ccc(=O)oc4c3)c(=O)oc2cc1O,-3%,7%,-2%,-14%,-13%,5%,1.2%,-18%,-6%
O=C(Nc1ccc(Br)cc1)c1cnc[nH]1,-13%,2%,-13%,-2%,u,-24%,-2.6%,11%,10%
COc1cccc(NC(=O)c2nnn(Cc3ccc(OC)c(Br)c3)c2N)c1,-11%,3%,0%,1%,-28%,-8%,-0.2%,-1%,16%
COCCn1c(SCC(=O)c2c(C)[nH]c3ccccc23)nc2cc(C(=O)NC(C)C)ccc2c1=O,1%,-4%[57.1 µM],-3%,-28%,-19%,-12%,2.5%,-4%,-23%[57.1 µM]
CCNC(=O)c1ccc(OCC(=O)Nc2ccc(F)cc2)c(OC)c1,1%,-4%[57.1 µM],1%,3%,45%[activator],-9%,-1.2%,-3%,22%[57.1 µM]
CCO[C@H]1OC(C(=O)NC2CC2)=C[C@@H](C2CCCCC2)[C@@H]1CCCO,-1%,6%,-1%,6%,-6%,-31%,-1.1%,6%,26%
COC(=O)COc1cc(C)cc2oc(=O)c(CC(=O)OC)c(C)c12,0%,170%[activator],-5%,8%,-2%,-14%,0.2%,0%,3%
Cn1c(N)c(S(=O)(=O)NCc2ccc(Cl)cc2)c(=O)n(C)c1=O,-6%,10%[57.1 µM],3%,3%,-1%,-17%,-1.8%,12%,16%[57.1 µM]
Cc1ccc(C(=O)N(CCc2ccccc2)Cc2ccccc2)cc1S(=O)(=O)N1CCCCC1,-3%,-2%[57.1 µM],5%,-2%,4%,-24%,0.9%,7%,15%
CCOc1ccc(N(C(=O)C2CCCO2)C2C=CS(=O)(=O)C2)cc1 (stereo not given),0%,9%,-5%,-5%,13%,-14%,1.5%,-11%,14%[57.1 µM]
CCOC(=O)C1CCCN(CCC(=O)Nc2ccc(C)cc2)C1 (stereo not given),-1%,6%,-1%,-1%,0%,-2%,-0.6%,-24%,-10%
COc1ccc(CNC(=O)CNC(=O)c2sc3ccccc3c2Cl)cc1OC,-2%,-7%,-2%,6%,-8%,-7%,4.5%,26%,-5%
C=CCSc1ccccc1C(=O)Nc1ncn[nH]1,1%,-11%,2%,-3%,u,-1%,-0.1%,9%,-7%
O=C(CSc1ncccn1)N/N=C/c1cccc([N+](=O)[O-])c1,1%,10%[57.1 µM],5%,4%,-12%,-16%,3.3%,-3%,0%[57.1 µM]
CCCCCCC(=O)Nc1nc(C)c(-c2csc(Nc3cc(Cl)ccc3OC)n2)s1,-5%,-8%[57.1 µM],-13%,1%,u,-27%,1.0%,u,-8%

# Two entries from above in a different format.
mol	Vif-A3G inh	TrxR1 substrate	Vif-APOBEC3F blk	IDH1 R132H inh	12-LOX inh	USP1 inh	RXFP1 ag	RGS4 inhibitor	TrxR1 inh
COc1ccc2nc(SC(C(=O)c3ccccc3)c3ccccc3)nc(C)c2c1 (stereo not given)	-1%	1%	-8%	0%	-6%	-19%	0.8%	8%	16%
COC(=O)CNc1nc(-c2ccncc2)nc2ccccc12	-4%	1%	0%	1%	0%	-19%	0.3%	-11%	-1%
